Redox H2O2 prof: compounds producing H2O2 with reducing agent – biochemical, NIH compound library profiling, artefact control for MLSCN library redox annotation, primary screen. DTT-dependent redox cycling H2O2, phenol red/HRP absorbance; 100% = 100 µM peroxide control, 0% = buffer. activation, % at 10 µM. hit rate 0.03% among 200,000;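 active means activation of at least 50% relative to the plate's high and low controls in the primary single-dose screen; inactive means activation below 50%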;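 further: compound incubated with DTT at 0.8 mM final as the reducing agent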
S1P3 antag: blocks the human S1P3 receptor. CHO S1P3 NFAT-BLA reporter, FRET fluorescence, antagonist mode. hit rate 0.27% among 170,000. inhibition, % at 4.98 µM;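 active means inhibition above the plate cutoff, the mean inhibition of test wells on that plate plus 3 SD, cut at about 28% in these data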;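 further: cells challenged with S1P at its EC80 of 0.8 µM; blue over green emission ratio from cleaved BLA substrate after 4 h stimulation; 0% = S1P-stimulated wells and 100% = unstimulated DMSO-only wells; some compounds past the cut are filed as inactive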
PPARg SRC-2 ag: PPARgamma-driven SRC-2 recruitment agonism; P37231; PPARgamma LBD-SRC-2 recruitment, biochemical; activation, % at 8 µM; hit rate 0.34% among 200,000; in the data active means activation above about 22%;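 further: 0% = vehicle and 100% = reference agonist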
Target sequence (P37231 whole entry, looked up, the tested form may be a part): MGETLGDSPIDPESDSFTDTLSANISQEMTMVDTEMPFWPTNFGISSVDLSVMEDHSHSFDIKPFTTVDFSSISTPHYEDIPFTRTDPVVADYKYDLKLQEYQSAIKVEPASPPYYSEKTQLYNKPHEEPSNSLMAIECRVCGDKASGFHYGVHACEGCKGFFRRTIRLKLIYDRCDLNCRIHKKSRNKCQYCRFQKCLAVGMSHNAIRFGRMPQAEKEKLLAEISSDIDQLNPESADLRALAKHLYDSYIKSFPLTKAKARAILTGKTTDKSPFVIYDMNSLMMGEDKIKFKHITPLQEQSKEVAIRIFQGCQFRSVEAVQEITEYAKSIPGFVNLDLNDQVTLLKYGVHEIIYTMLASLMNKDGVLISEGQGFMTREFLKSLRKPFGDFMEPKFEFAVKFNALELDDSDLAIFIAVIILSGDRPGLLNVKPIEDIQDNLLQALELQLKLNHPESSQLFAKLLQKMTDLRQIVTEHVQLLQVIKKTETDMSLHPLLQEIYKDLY
bIAP inhibitor: blocks bovine intestinal alkaline phosphatase activity; inhibition, % at 20 µM; AID 1019; 190,000 tested, under 10 active; purified bovine IAP, CDP-star luminescence, 30 min;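 active means over 50% inhibition of intestinal alkaline phosphatase at 20 µM in the single-dose screen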
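Assay system: bovine IAP enzyme; medium: DEA buffer 100 mM, pH 9.8, with MgCl2 1.0 mM, ZnCl2 0.02 mM; doses: 20 µM single dose; incubation: enzyme reaction for 30 min at room temperature; detection: CDP-star luminescence signal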
ROMK primary: human ROMK K+ channel modulation, primary screen. Tet-inducible ROMK, thallium flux fluorescence; actives lie on both sides. B-score at 10 µM. hit rate 2% among 130,000;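 active means signal ratio slope over the read window, or its plate-corrected B-score, at least 3 SD from the plate mean, either direction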;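 further: B-score of the F/F0 ratio slope over 7 to 12 s after thallium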
Target sequence (P48048 whole entry, looked up): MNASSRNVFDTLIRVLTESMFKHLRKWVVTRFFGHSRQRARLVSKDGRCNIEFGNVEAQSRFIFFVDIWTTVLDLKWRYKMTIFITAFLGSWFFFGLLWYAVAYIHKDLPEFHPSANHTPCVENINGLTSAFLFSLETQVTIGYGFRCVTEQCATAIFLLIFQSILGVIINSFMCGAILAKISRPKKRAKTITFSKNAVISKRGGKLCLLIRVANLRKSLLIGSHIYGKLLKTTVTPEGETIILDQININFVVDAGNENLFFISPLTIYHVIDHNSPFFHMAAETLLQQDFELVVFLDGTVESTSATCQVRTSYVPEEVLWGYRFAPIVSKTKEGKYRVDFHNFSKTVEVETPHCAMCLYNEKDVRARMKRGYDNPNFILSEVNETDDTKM
bIAP activator: increases bovine intestinal alkaline phosphatase activity. purified bovine IAP, CDP-star luminescence, 30 min; active compounds read high; fold of DMSO-control signal, blank-subtracted. activation factor at 20 µM. hit rate 0.17% among 200,000. AID 1016;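 active means activation factor of 2 or more at 20 µM, a signal rise over negative controls twice the positive control's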
L major viab: reduces viability of Leishmania major promastigotes; resazurin fluorescence viability; inhibition, % at 10 µM; hit rate 9% among 200,000; in the data active means inhibition above about 50%;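 further: promastigotes grown with compound for 44 hours at 28 °C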
PPARg SRC3 recr: promotes SRC-3 coactivator recruitment by human PPARgamma. hit rate 0.26% among 200,000. P37231. biochemical PPARgamma/SRC-3 coactivator recruitment assay. activation, % at 8 µM; in the data active means activation above about 23%;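 further: 0% = DMSO and 100% = reference agonist; some compounds past the cut are filed as inactive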
PPARg SRC-1 ag: PPARgamma-driven SRC-1 recruitment agonism | P37231 | activation, % at 8 µM | hit rate 0.41% among 200,000 | PPARgamma-SRC-1 coactivator recruitment biochemical assay; in the data active means activation above about 19%;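 further: 0% = DMSO and 100% = reference agonist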
SRC2 TRFRET art: flags TR-FRET format artefacts in PPARgamma SRC-2 recruitment agonist screen | TR-FRET artefact counter-screen; active compounds read high | TR-FRET ratio at 8 µM | hit rate 0.4% among 200,000; in the data active means TR-FRET ratio above about 2000; further: inactives centre near 1500; reference of the scale not given here
TLR4-MyD88 BLA: TLR4-MyD88 interaction inhibition in cells | O00206+Q99836 | HeLa CL3-4 TLR4/MyD88 BLA complementation, FRET ratio | inhibition, % at 8.4 µM | hit rate 0.18% among 200,000 | AID 861; in the data active means inhibition above about 25%;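 further: 0% = vehicle and 100% = reference inhibitor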
* hit, by the source's call; . = not tested or not shown.

SMILES	Redox H2O2 prof	S1P3 antag	PPARg SRC-2 ag	bIAP inhibitor	ROMK primary	bIAP activator	L major viab	PPARg SRC3 recr	PPARg SRC-1 ag	SRC2 TRFRET art	TLR4-MyD88 BLA
Cc1ccc(NC(=S)N(CCCN2CCOCC2)Cc2cccs2)c(C)c1	-0.8	-10	9	11	-1.6	0.9	69*	0	2	1853	-7
Cn1c(=O)c2[nH]cnc2n(-c2ccccc2)c1=O	1.6	-5	2	-4	.	1	2	-8	0	1581	-3
Nc1c(C(=O)NCc2ccco2)c2nc3ccccc3nc2n1CCc1ccccc1	1.0	-26	6	-3	-0.15	1	12	-1	3	1400	-11
COC(=O)c1sc(N)c(C(=O)OC)c1CSc1nnnn1C	0.4	10	9	23	.	0.8	1	9	2	1604	2
Cc1cc(=O)oc2cc(NC(=O)CCC(=O)O)ccc12	-6.2	.	11	-5	.	1	-3	17	6	1804	1
COc1ccc(-n2nnnc2SCC(=O)Nc2ccc3c(c2)OCCO3)c(OC)c1	1.0	4	-4	11	.	0.9	0	7	5	1508	-10
Cc1cccc(OCCn2nc(C(=O)O)c3ccccc3c2=O)c1	-2.1	.	9	17	.	0.8	1	5	4	1509	6
Cc1ccc(C(=O)Oc2cccnc2)cc1[N+](=O)[O-]	-0.1	-8	-1	2	-2.2	1	-6	2	3	1418	5
COc1ccc(C2(CNC(=O)/C=C\c3ccco3)CCCC2)cc1OC	2.0	.	2	-22	.	1.2	4	-5	41*	1498	11
COC(=O)[C@@]1(Cc2ccccc2)[C@@H]2C(=CC(=O)[C@H]2CC(=O)C(=O)N(C)C)CN1C(=O)c1ccccc1	0.8	-2	-8	22	-4.6*	0.8	100*	0	4	1471	-14
COCCSc1nnc(NC(=O)C2CC(=O)N(c3ccccc3)C2)s1 (stereo not given)	0.0	0	-3	4	1.1	1	-4	1	-4	1688	3
C=CCNCCCCOc1c(Cl)cc(C)cc1Br	1.6	.	3	-4	.	1	99*	-20	-10	1586	5
CC1(C)CC(=O)C=C(NCc2ccncc2)C1	-1.0	.	0	2	1.5	1	4	6	2	1581	11
CCCC1=C(C(=O)OCC)C(c2ccco2)C(C#N)=C(N)O1 (stereo not given)	0.8	9	-7	-1	-2	1	1	-4	0	1476	-4
COc1ccc(Br)cc1C(=O)NC(=S)Nc1cc(-c2nc3ccccc3[nH]2)ccc1C	0.4	0	3	2	.	1	33	-3	5	1611	-1
CCN(CC)S(=O)(=O)c1cc(C)ccc1SC	-0.4	9	8	3	-0.32	1	-3	-1	5	1693	-4
CC(C)(C)c1nn2cnnc2n(/N=C/c2ccc(O)cc2)c1=O	0.1	4	5	13	-0.15	0.9	-5	3	6	1504	0
Cc1cccc(C)c1NC(=O)C1NC(=O)CC1c1ccccc1 (stereo not given)	-1.3	.	-4	14	.	0.9	-4	-11	-4	1473	1
COCCN(C(=O)CNC(=O)c1ccco1)C(C(=O)NC1CCCCC1)c1cccc(OC)c1 (stereo not given)	0.4	-13	-8	-4	.	1	-3	-7	5	1405	-1
CCC(C)(C)NC(=O)C(c1ccc(OC)cc1)N(CCOC)C(=O)CCC(=O)Nc1nccs1 (stereo not given)	-0.1	-17	-4	-10	-0.34	1.1	-5	-5	-2	1516	-1
CC(C)CC(NC(=O)C(COCc1ccccc1)NC(=O)OC(C)(C)C)C(=O)NN (stereo not given)	-0.4	-23	-5	-5	-0.4	1.1	1	2	-2	1643	-2
Cc1cc(N(CN2CCCC2=O)C(=O)c2ccc(OC(C)C)cc2)no1	-1.5	-10	7	-6	0.49	1.1	-5	-1	1	1656	0
O=S(=O)(Nc1ccccn1)c1cccs1	-0.7	-15	-16	6	0.76	0.9	3	3	-5	1468	-9
COC(=O)[C@@H](NC(=O)O[C@H]1C(=O)c2ccc(OC)cc2O[C@@H]1c1ccc2c(c1)OCO2)C(C)C	-0.1	-4	-2	5	-0.74	1	-5	2	0	1610	-6
CCOC(=O)C1CCN(C(=O)Nc2ccc(Cl)cc2)CC1	1.2	20	3	1	-0.68	1	-5	-3	1	1488	-4

(next part)
SMILES	Redox H2O2 prof	S1P3 antag	PPARg SRC-2 ag	bIAP inhibitor	ROMK primary	bIAP activator	L major viab	PPARg SRC3 recr	PPARg SRC-1 ag	SRC2 TRFRET art	TLR4-MyD88 BLA
CC1=C([N+](=O)[O-])C(c2cccc(Br)c2)C2=C(N1)c1ccccc1C2=O (stereo not given)	0.1	.	9	.	.	0.5	32	8	3	1461	7
CC(=O)C1=C(O)C(=O)N(CCCO)C1c1ccccc1 (stereo not given)	0.3	.	9	9	-0.58	0.9	-2	-4	7	1593	6
O=C(NCCN1CCN(Cc2ccccc2)CC1)C1c2ccccc2C(=O)N2CCc3ccccc3C12 (stereo not given)	-0.4	-13	2	-24	0.052	1.2	7	13	2	1470	8
O=C1C2CCCN2C(=O)N1CCCCN1CCN(c2ccccc2)CC1 (stereo not given)	-0.6	-18	3	1	0.32	1	1	-4	8	1509	-3
O=C(OCC#CCSc1nnc(-c2ccncc2)o1)c1sc2ccccc2c1Cl	0.3	.	8	7	-1	0.9	7	7	5	1638	5
O=C(O)c1ccc(-c2nc(-c3ccc(Cl)c(Cl)c3)cs2)cc1	-0.3	-9	2	10	3.1*	0.9	-5	0	8	1628	-10
COc1ccc2c(C)c(C)c(=O)oc2c1OC	0.1	6	14	1	0.48	1	-3	3	5	1610	9
Clc1nc(NCCN2CCOCC2)nc(NCc2ccccc2)n1	0.1	1	5	-4	0.35	1	2	5	2	1554	-18
O=C1CCCN1CCCn1cnc2c([nH]c3ccc(F)cc32)c1=O	3.2	-22	0	2	.	1	-6	-5	-5	1528	8
COC(=O)c1ccc(CSc2nc3ccccc3o2)cc1	0.9	16	7	14	-1.4	0.9	-9	-21	-2	1354	8
COc1ccc(NC(=O)C(c2ccccc2)N2CCN(c3ccccn3)CC2)cc1Cl (stereo not given)	0.8	-7	4	-2	0.023	1	13	1	8	1677	-5
O=C(C[N+]1(CC#Cc2ccccc2)CCOCC1)c1ccc(Cl)cc1	-1.7	-15	0	-6	-0.98	1.1	21	6	8	1623	-10
CCn1ccc(=N)cc1	0.5	-43	7	4	.	1	-4	8	3	1627	-5
NC(=S)NNC(=O)Nc1ccc(Cl)c(Cl)c1	0.3	0	-2	-5	-0.18	1.1	49	5	3	1545	9
Cc1ccc(-n2c(C)cc(C3=NNC(=NC4CC4)SC3)c2C)cc1C	0.7	-7	7	4	.	1	87*	-2	1	1587	6
COCCOC(=O)c1c(C)nc(SCC(=O)Nc2cccc3ccccc23)c(C#N)c1-c1ccco1	0.0	.	15	8	-0.23	0.9	14	0	8	1658	-6
CCOC(=O)c1c(N2C(=O)C3C4C=CC(O4)C3C2=O)sc2c1CCCC2 (stereo not given)	0.0	.	4	5	-0.49	1	-5	-1	0	1699	2
Fc1ccc(COc2ccc(Br)cc2CNCc2ccncc2)cc1	-5.4	.	16	-3	-2.7*	1	97*	-4	2	1570	-1
CS(=O)(=O)N(CC(=O)NC1CCCC1)Cc1ccc(F)cc1	-1.5	4	2	3	-0.49	1	-6	1	7	1586	-4
O=C(/C=C/c1ccc2c(c1)OCO2)NCc1ccc(F)cc1	-0.2	13	0	4	.	1	-1	-1	-1	1691	-11
CCc1cc2c(=O)n(-c3ccccc3)cnc2s1	0.9	-15	2	10	-0.0014	0.9	-5	7	-1	1546	18
COc1cccc(C2c3c(-c4ccccc4)n[nH]c3C(=O)N2c2ccc(C(=O)O)cc2)c1 (stereo not given)	-6.0	.	7	2	.	1	-7	2	-1	1772	-16
Cc1cccc(CN2CCCC(C(=O)c3ccc4c5c(cccc35)CC4)C2)n1 (stereo not given)	-0.7	9	3	6	-1.6	0.9	53*	0	6	1623	-3
Cc1ccc2c(c1)N(CC(=O)N1CCCc3ccccc31)C(=O)CO2	-0.6	-13	2	6	.	0.9	7	0	4	1735	-10
CCOc1cc(/C=C2/NC(=O)N(CC(=O)Nc3cccc(C)c3)C2=O)ccc1OCC(N)=O	0.2	-14	5	-12	0.14	1.1	-6	2	2	1438	-6

The list goes on:
SMILES	Redox H2O2 prof	S1P3 antag	PPARg SRC-2 ag	bIAP inhibitor	ROMK primary	bIAP activator	L major viab	PPARg SRC3 recr	PPARg SRC-1 ag	SRC2 TRFRET art	TLR4-MyD88 BLA
COc1ccc(CN(C)Cc2cc(=O)n3ccsc3n2)c(OC)c1OC	-1.6	-13	2	-8	-0.42	1.1	-1	-1	6	1510	-8
CCOC(=O)C1CCCN(C/C(O)=C(\C#N)c2nc(-c3ccc(Cl)cc3)cs2)C1 (stereo not given)	2.3	-10	7	-12	.	1.1	-2	12	-3	1647	-6
Cc1ccc2oc(-c3cccc(NC(=O)c4ccc(Br)o4)c3C)nc2c1	-0.3	.	3	9	.	0.9	-7	3	8	1647	-8
CCOC(=O)C1CCCN(Cc2cc(Br)ccc2OC)C1 (stereo not given)	-3.0	22	5	4	.	1	7	3	9	1687	2
Cc1ccc2c(c1)N(CCCC(=O)NCC1COc3ccccc3O1)C(=O)CO2 (stereo not given)	1.8	-7	1	-12	.	1.1	13	4	3	1568	9
CC(C)c1ccc(/C=C2\CC/C(=C\C=N\N(C)C)C2=O)cc1	1.0	.	-1	30	0.36	0.7	29	-11	7	1454	9
CC(C)(C)n1nnnc1C(c1cccs1)N(Cc1cccnc1)CC1CCCO1 (stereo not given)	-0.3	12	1	0	.	1	19	10	0	1307	13
Cc1ccc(C)c(NC(=O)CCC(=O)OC(C(=O)c2ccccc2)c2ccccc2)c1 (stereo not given)	-8.4	.	10	4	-0.64	1	-5	2	2	1500	6
CC(=O)c1cccc(NC(=O)C2CCCN(S(=O)(=O)c3ccc(F)cc3)C2)c1 (stereo not given)	-0.1	9	-1	13	-0.14	0.9	7	6	-4	1543	-13
Cn1c(=O)cc(SCC(=O)N2CCN(Cc3ccc4c(c3)OCO4)CC2)c2ccccc21	-1.3	-18	33*	0	.	1	5	72*	50*	2161*	11
CC(=O)c1cccc(NC(=O)Oc2ccccc2)c1	2.3	33	-1	-2	0.6	1	3	-11	0	1467	3
COc1cccc(C(=O)Nc2nc(-c3ccccc3)c(-c3ccccc3)o2)c1	-0.3	-5	8	-1	.	1	6	3	-3	1527	-7
Cc1[nH]n(-c2ccccc2)c(=O)c1C=Nc1ccc2[nH]c(=O)[nH]c2c1	0.6	1	-3	0	.	1	30	1	-12	1336	-16

Structures shown so far that contain fluorine, in the order listed:
SMILES	Redox H2O2 prof	S1P3 antag	PPARg SRC-2 ag	bIAP inhibitor	ROMK primary	bIAP activator	L major viab	PPARg SRC3 recr	PPARg SRC-1 ag	SRC2 TRFRET art	TLR4-MyD88 BLA
O=C1CCCN1CCCn1cnc2c([nH]c3ccc(F)cc32)c1=O	3.2	-22	0	2	.	1	-6	-5	-5	1528	8
Fc1ccc(COc2ccc(Br)cc2CNCc2ccncc2)cc1	-5.4	.	16	-3	-2.7*	1	97*	-4	2	1570	-1
CS(=O)(=O)N(CC(=O)NC1CCCC1)Cc1ccc(F)cc1	-1.5	4	2	3	-0.49	1	-6	1	7	1586	-4
O=C(/C=C/c1ccc2c(c1)OCO2)NCc1ccc(F)cc1	-0.2	13	0	4	.	1	-1	-1	-1	1691	-11
CC(=O)c1cccc(NC(=O)C2CCCN(S(=O)(=O)c3ccc(F)cc3)C2)c1 (stereo not given)	-0.1	9	-1	13	-0.14	0.9	7	6	-4	1543	-13

Bioassay records (PubChem BioAssay)
